# PAFAH2 inh – PAFAH2 enzyme inhibitors, primary screen, biochemical, fluorescence polarization, human; Platelet-activating factor acetylhydrolase 2, cytoplasmic (Homo sapiens), Q99487; recombinant PAFAH2, FP-rhodamine activity probe; inhibition, % at 3.39 µM; 0.99% of 340,000 active; AID 492956, 2010;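 active = inhibition above the mean over all tested compounds plus 3 SD, cut at about 30% in these data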;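 note: inhibitors block probe labeling of enzyme so polarization drops; 0% = enzyme with DMSO and 100% = wells lacking PAFAH2 protein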
# PME-1 primary – PME-1 inhibitors via competitive probe labeling, primary screen, biochemical, fluorescence polarization, FP-Rh probe, HTS. AID 2130, 2009. inhibition, % at 5.9 µM. Protein phosphatase methylesterase 1 (Homo sapiens), Q9Y570. recombinant PME-1. 0.53% of 320,000 active;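 active = inhibition above the campaign mean of all compounds plus 3 SD, cut at about 26% in these data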;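 note: competitive labeling of PME-1 active site by serine hydrolase directed probe; 0% = PME-1 with DMSO and 100% = wells lacking PME-1 enzyme; inhibitors block probe labeling so polarization falls and inhibition rises; many of its hits are not listed in these tables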
# Target sequence (Q9Y570 whole entry, looked up): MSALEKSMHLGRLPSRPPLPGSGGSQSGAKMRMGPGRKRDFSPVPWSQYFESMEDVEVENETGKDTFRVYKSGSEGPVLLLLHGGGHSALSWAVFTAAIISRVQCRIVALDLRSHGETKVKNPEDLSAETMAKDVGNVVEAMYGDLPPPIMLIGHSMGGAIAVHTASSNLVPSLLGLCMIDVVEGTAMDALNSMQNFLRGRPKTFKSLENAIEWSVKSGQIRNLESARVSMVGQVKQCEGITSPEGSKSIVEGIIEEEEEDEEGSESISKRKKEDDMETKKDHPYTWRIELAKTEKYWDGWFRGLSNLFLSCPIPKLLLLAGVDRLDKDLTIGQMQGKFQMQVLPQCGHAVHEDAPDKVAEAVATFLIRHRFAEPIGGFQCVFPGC
# pPAFAH FP inh – pPAFAH enzyme inhibitors, primary screen, biochemical, fluorescence polarization, human; Platelet-activating factor acetylhydrolase (Homo sapiens), Q13093; recombinant pPAFAH, FP-rhodamine probe fluorescence polarization; inhibition, % at 3.39 µM; 1.5% of 330,000 active;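 active = inhibition above the mean inhibition across the screen plus 3 SD, cut at about 25% in these data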;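 note: inhibitors block binding of the rhodamine activity-based probe so polarization drops; 0% = enzyme with DMSO and 100% = wells lacking pPAFAH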
# GSTO1 inh – inhibitors of recombinant GSTO1, primary screen, counter-screen for RBBP9 inhibitor project, biochemical, fluorescence polarization. Glutathione S-transferase omega-1 (Homo sapiens), P78417. activity-based probe fluorescence polarization. inhibition, % at 5.96 µM. 1.1% of 300,000 active. AID 1974, 2009;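 active = inhibition above the campaign mean inhibition plus 3 SD, cut at about 35% in these data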;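 note: 0% = GSTO1-1 with DMSO and 100% = wells lacking GSTO1-1 enzyme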
# PAFAH1B3 FP inh – PAFAH1B3 enzyme inhibitors, primary screen, biochemical, fluorescence polarization, human | Platelet-activating factor acetylhydrolase IB subunit alpha1 (Homo sapiens), Q15102 | recombinant PAFAH1B3, FP-rhodamine probe | inhibition, % at 3.39 µM | 0.28% of 340,000 active | AID 492972, 2010;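 active = inhibition above the screen-wide average of all tested compounds plus 3 SD, cut at about 25% in these data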;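 note: 0% = enzyme with DMSO only and 100% = wells lacking PAFAH1B3 protein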
# LYPLA1 inh – LYPLA1 inhibitors, primary screen, counter-screen for PME1 inhibitor project, biochemical, fluorescence polarization, FP-Rh probe ABPP. Acyl-protein thioesterase 1 (Homo sapiens), O75608. recombinant LYPLA1. inhibition, % at 5.9 µM. 0.16% of 320,000 active. AID 2174, 2009;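 active = inhibition above the mean of all tested compounds plus 3 SD, set per campaign, cut at about 14% in these data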;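 note: inhibitors block serine hydrolase probe labeling of LYPLA1 so polarization falls; 0% = enzyme with DMSO and 100% = wells lacking LYPLA1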
# PAD4 FP inh – human PAD4 inhibitors, primary screen, biochemical, fluorescence polarization, 1536-well format; 0.41% of 330,000 active; AID 485272, 2010; inhibition, % at 6.36 µM; Protein-arginine deiminase type-4 (Homo sapiens), Q9UM07; recombinant PAD4, RCA probe fluorescence polarization;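 active = percent inhibition above a cutoff equal to the mean of all tested compounds plus 3 SD, cut at about 15% in these data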;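 note: 0% = PAD4 with RCA probe and DMSO and 100% = probe without PAD4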
# Target sequence (Q9UM07 whole entry, looked up): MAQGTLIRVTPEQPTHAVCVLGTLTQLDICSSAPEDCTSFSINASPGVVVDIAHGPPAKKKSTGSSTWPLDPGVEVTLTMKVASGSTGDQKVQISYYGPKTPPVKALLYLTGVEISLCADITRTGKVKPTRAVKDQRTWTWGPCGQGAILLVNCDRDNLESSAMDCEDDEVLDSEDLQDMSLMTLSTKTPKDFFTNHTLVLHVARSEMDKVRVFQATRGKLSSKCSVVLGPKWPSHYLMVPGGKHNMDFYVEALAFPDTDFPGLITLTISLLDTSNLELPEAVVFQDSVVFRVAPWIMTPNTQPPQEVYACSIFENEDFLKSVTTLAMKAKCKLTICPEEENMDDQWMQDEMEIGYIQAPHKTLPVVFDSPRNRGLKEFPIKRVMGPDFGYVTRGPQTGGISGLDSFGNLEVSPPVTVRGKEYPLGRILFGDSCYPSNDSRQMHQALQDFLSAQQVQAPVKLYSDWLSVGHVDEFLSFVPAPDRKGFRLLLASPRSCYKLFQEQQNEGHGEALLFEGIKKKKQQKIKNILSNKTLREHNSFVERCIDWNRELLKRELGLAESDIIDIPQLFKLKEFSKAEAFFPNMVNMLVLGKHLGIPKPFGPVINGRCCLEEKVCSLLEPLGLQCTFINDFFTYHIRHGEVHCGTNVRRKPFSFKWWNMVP
# PAFAH1B2 inh – PAFAH1B2 enzyme inhibitors, primary screen, biochemical, fluorescence polarization, human | Platelet-activating factor acetylhydrolase IB subunit alpha2 (Homo sapiens), P68402 | recombinant PAFAH1B2, FP-rhodamine activity probe | inhibition, % at 3.39 µM | 1.2% of 340,000 active;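 active = inhibition above the mean of all tested compounds plus 3 SD, cut at about 24% in these data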;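 note: 0% = enzyme with DMSO and 100% = wells lacking PAFAH1B2; many of its hits are not listed in these tables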
# LYPLA2 inh – LYPLA2 inhibitors, primary screen, counter-screen for PME1 inhibitor project, biochemical, fluorescence polarization, FP-Rh probe ABPP; Acyl-protein thioesterase 2 (Homo sapiens), O95372; recombinant LYPLA2; inhibition, % at 5.9 µM; 0.38% of 320,000 active; AID 2177, 2009;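 active = inhibition above the screen-wide mean plus 3 SD, limit set per campaign, cut at about 26% in these data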;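 note: 0% = LYPLA2 with DMSO and 100% = wells lacking LYPLA2 enzyme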
# Starred values were filed as active, the others as inactive; · = not tested or not shown. Not all compounds are listed (hit frequency here may not be typical).
SMILES,PAFAH2 inh,PME-1 primary,pPAFAH FP inh,GSTO1 inh,PAFAH1B3 FP inh,LYPLA1 inh,PAD4 FP inh,PAFAH1B2 inh,LYPLA2 inh
O=c1c2ccccc2nc(/C=C/c2cccc([N+](=O)[O-])c2)n1CCCO,-4,4,5,-18,7,-1,1,4,-2
CC(NC(=O)c1cc(Br)ccc1Br)c1ccccc1 (stereo not given),·,-4,1,-2,·,-3,-2,·,0
COc1cc(-c2nnc(SCC(=O)c3cc(C)n(CC4CCCO4)c3C)o2)cc(OC)c1OC (stereo not given),2,4,-1,8,1,-2,-1,0,2
C/C(=N\N=C1\NC(=O)C(Cc2ccccc2)S1)c1ccccc1 (stereo not given),12,-4,7,3,10,2,1,0,-2
O=S(=O)(NCC1CCCO1)c1ccccc1 (stereo not given),-5,7,6,3,3,3,-3,-3,0
COc1ccc(NC(=O)CSc2nnc(N)s2)c([N+](=O)[O-])c1,8,1,2,6,2,-4,4,-1,-3
Cc1ccc(C(=O)NC(=S)Nc2ccc3[nH]c(=O)[nH]c3c2)cc1C,-12,4,3,-1,6,4,-2,0,20
CCc1noc(C)c1C(=O)Nc1nc2c(C)cccc2s1,3,2,4,4,-2,-2,0,5,-8
Cc1ccc(C(=O)NNC(=O)CSc2nc(N)cc(N)n2)cc1,5,-1,1,6,5,2,4,4,0
Cc1c(C(=O)Nc2ccccc2F)cnn1-c1ccccc1,0,-5,1,3,11,-5,1,0,-7
O=C(COC(=O)c1ccc(Cl)nc1)Nc1ccc2c(c1)OCCO2,5,6,2,·,2,1,-2,2,3
CN(C)C(CNC(=O)CCNC(=O)c1ccc(Br)cc1)c1ccco1 (stereo not given),-1,-4,-3,1,3,0,2,5,0
CCOc1ccc(CN2C(=O)c3ccccc3C2=O)cc1C(=O)O,2,-8,3,-6,8,6,-3,5,-4
c1ccc(-c2ccccc2OCCCN2CCCC2)cc1,2,1,2,3,-1,0,-4,0,-1
COC(=O)c1cc(C#N)c(OC)nc1C,-2,3,3,-1,12,2,-2,5,0
CCOC(=O)CSc1nc2c(sc(=S)n2-c2ccc(OCC)cc2)c(=O)[nH]1,-2,4,4,-8,2,0,1,5,5
CN(C)/C=N/c1nc2nccc(-c3ccc(F)cc3)n2n1,3,-4,0,-7,-2,-1,1,8,8
CC(=O)N=C(N)Sc1nc2ccccc2[nH]1,-2,-4,-4,2,5,-3,-6,3,-3
Cc1cccc(C(=O)N[C@@H]2c3ccccc3C[C@@H]2O)n1,-4,2,5,6,-2,3,-1,1,2
CCOC(=O)C1=C(C)N=c2s/c(=C\c3ccc(OCC(=O)O)cc3)c(=O)n2C1c1ccccc1 (stereo not given),9,-1,-9,-6,1,-1,13,6,2
Cc1c(C(=O)N2CCCCC2)c(S(=O)(=O)NCc2ccc(F)cc2)c(C)n1C,9,3,-1,6,4,0,2,-2,-8
COc1cc(/C=C2/C(=N)N3C(c4ccccc4)=CSC3=NC2=O)ccc1OCC(=O)O,16,-4,14,2,3,0,0,7,-4
CC(C)CCc1noc(CN2CCN(c3ccc(Cl)cn3)CC2)n1,-9,2,5,5,7,-2,-3,-2,6
COc1ccc(N(C(=O)c2snc(C(N)=O)c2N)C(C(=O)NC2CCCC2)c2cccs2)cc1OC (stereo not given),-4,0,6,1,-2,3,-1,2,-1
C/C(=N\NC(=O)c1cc(O)ccc1O)c1cccc(NC(=O)c2ccc(Cl)cc2)c1,9,9,46*,85*,18,-6,-6,10,-4
# Continued.
SMILES,PAFAH2 inh,PME-1 primary,pPAFAH FP inh,GSTO1 inh,PAFAH1B3 FP inh,LYPLA1 inh,PAD4 FP inh,PAFAH1B2 inh,LYPLA2 inh
Cc1ccc(CNC(=O)c2cc3c(C)nc4ccccc4c3o2)cc1,0,-9,0,-6,3,-5,0,3,-2
O=C(c1cccc(S(=O)(=O)NCc2ccccc2)c1)N1CCN(Cc2ccccc2)CC1,3,7,27*,-2,4,3,2,68*,2
O=C(O)CCCC(=O)N1N=C(c2ccco2)CC1c1ccco1 (stereo not given),5,7,9,7,0,-5,0,3,-1
CC(C)C1OC(c2cccc(NC(=O)c3cccs3)c2)OCC1(C)C (stereo not given),1,-10,0,-5,1,-10,7,4,-16
O=C(NNC(=O)c1sccc1-n1cccc1)c1ccc(Cl)cc1,-7,2,1,0,-2,1,-3,6,-22
Cn1cc(Br)c(NC(=O)/C=C/C(=O)O)n1,6,1,0,5,4,1,4,1,-10
O=C(NC(=S)Nc1ccc(S(=O)(=O)N2CCOCC2)cc1)c1ccccc1[N+](=O)[O-],2,-2,0,-4,9,4,3,9,17
COc1ccccc1NS(=O)(=O)c1cccc(C(=O)NCc2ccccn2)c1,2,5,3,0,-6,5,1,4,2
CC[C@]12c3[nH]c4ccccc4c3CCN1C(=O)C(CC(=O)NCCCOC)C[C@@H]2C(=O)N1CCN(C(=O)c2ccco2)CC1 (stereo not given in full),-3,·,1,·,6,·,3,5,·
COc1ccc(NC(=O)c2noc3c2CCC3)cc1,22,-5,14,19,6,0,-3,3,1
Cc1[nH]c2ccccc2c1C(=O)CSc1nnc(C2CC2)o1,0,-6,-7,·,1,-5,-2,1,-3
CCOc1ccc(NCc2cccn2-c2nnc(N3CCC(C(=O)NCCCN4C(C)CCCC4C)CC3)s2)cc1 (stereo not given),-2,3,4,9,4,-1,2,6,-9
O=C(COC(=O)c1ccc(Cl)cc1)NCC1CCCCC1,59*,·,11,·,9,·,4,8,·
COc1ccc(N2C(=O)CSC23C(=O)Nc2ccccc23)cc1 (stereo not given),5,5,4,-3,7,-1,16*,1,0
COc1ccc(/C=C(/C#N)C(=O)Nc2cccnc2)cc1OC,7,-3,1,3,3,-4,0,3,-2
COC(=O)C1CCCN1C(=O)C12CC3CC(CC(C3)C1)C2 (stereo not given),-3,-2,-6,4,6,-3,1,2,-2
CC(=O)N/C(=C\c1ccccc1)C(=O)OCC(=O)N(CC(C)C)c1c(N)n(Cc2ccccc2)c(=O)[nH]c1=O,2,-1,-12,-8,2,1,-8,-4,-4
CC(C)c1ccccc1NC(=O)COC(=O)c1cccnc1,2,-9,1,-4,1,-5,1,-3,-5
O=C(Cc1ccc(Cl)cc1)NNC(=S)NC(=O)c1cccs1,12,-2,11,-8,0,1,4,20,-2
Cc1ccc(NC(=O)CNC(=O)c2ccc(Br)o2)nc1,0,1,-5,-2,4,-2,3,4,-1
CC[C@]12c3[nH]c4cc(CCC(=O)N(C)C)ccc4c3CCN1C(=O)[C@@H](CC(=O)NCCc1ccccn1)C[C@@H]2C(=O)N1CCN(C(=O)c2ccco2)CC1,-1,·,3,·,7,·,-1,-1,·
COc1cc(CC(=O)OCC(=O)NC2CCCCCC2)cc(OC)c1OC,9,·,-1,·,9,·,4,6,·
Cn1nnc2cc(C(=O)NC3CCCCC3)ccc21,1,-2,0,1,5,-1,0,2,2
CC(C)CCNCC(=O)NC(c1ccccc1)c1ccccc1,0,2,1,-1,-4,-1,1,5,-1
O=C(CSc1nnc(CNC(=O)c2ccco2)o1)Nc1ccc(OC(F)(F)F)cc1,3,-6,2,9,8,-1,-2,0,-3

# Part of the list above, bar-delimited.
canonical_smiles | PAFAH2 inh | PME-1 primary | pPAFAH FP inh | GSTO1 inh | PAFAH1B3 FP inh | LYPLA1 inh | PAD4 FP inh | PAFAH1B2 inh | LYPLA2 inh
COC(=O)C1CCCN1C(=O)C12CC3CC(CC(C3)C1)C2 (stereo not given) | -3 | -2 | -6 | 4 | 6 | -3 | 1 | 2 | -2
CC(=O)N/C(=C\c1ccccc1)C(=O)OCC(=O)N(CC(C)C)c1c(N)n(Cc2ccccc2)c(=O)[nH]c1=O | 2 | -1 | -12 | -8 | 2 | 1 | -8 | -4 | -4
CC(C)c1ccccc1NC(=O)COC(=O)c1cccnc1 | 2 | -9 | 1 | -4 | 1 | -5 | 1 | -3 | -5
O=C(Cc1ccc(Cl)cc1)NNC(=S)NC(=O)c1cccs1 | 12 | -2 | 11 | -8 | 0 | 1 | 4 | 20 | -2
Cc1ccc(NC(=O)CNC(=O)c2ccc(Br)o2)nc1 | 0 | 1 | -5 | -2 | 4 | -2 | 3 | 4 | -1
CC[C@]12c3[nH]c4cc(CCC(=O)N(C)C)ccc4c3CCN1C(=O)[C@@H](CC(=O)NCCc1ccccn1)C[C@@H]2C(=O)N1CCN(C(=O)c2ccco2)CC1 | -1 | · | 3 | · | 7 | · | -1 | -1 | ·
COc1cc(CC(=O)OCC(=O)NC2CCCCCC2)cc(OC)c1OC | 9 | · | -1 | · | 9 | · | 4 | 6 | ·
Cn1nnc2cc(C(=O)NC3CCCCC3)ccc21 | 1 | -2 | 0 | 1 | 5 | -1 | 0 | 2 | 2
CC(C)CCNCC(=O)NC(c1ccccc1)c1ccccc1 | 0 | 2 | 1 | -1 | -4 | -1 | 1 | 5 | -1
O=C(CSc1nnc(CNC(=O)c2ccco2)o1)Nc1ccc(OC(F)(F)F)cc1 | 3 | -6 | 2 | 9 | 8 | -1 | -2 | 0 | -3

# New compounds follow
SMILES,PAFAH2 inh,PME-1 primary,pPAFAH FP inh,GSTO1 inh,PAFAH1B3 FP inh,LYPLA1 inh,PAD4 FP inh,PAFAH1B2 inh,LYPLA2 inh
CC(=O)Nc1ccc(S(=O)(=O)N(C)CC(=O)OCC(=O)N2CC(C)OC(C)C2)cc1 (stereo not given),1,9,-3,2,2,4,0,-1,1
O=C(CCc1ccccc1)NCc1ccccn1,4,2,6,-3,-4,0,-3,0,2
O=C(Nc1cc(S(=O)(=O)N2CCCC2)ccc1Cl)c1ccncc1,3,·,4,·,1,·,-4,-1,·
O=C(OCc1ccccc1)C1=[N+]([O-])OC(C(=O)OCc2ccccc2)C1c1c[nH]c2ccccc12 (stereo not given),-4,5,2,15,-4,-6,3,-4,1
CC(C)c1nnc(SCC(=O)N2CCc3ccccc32)n1C,-3,2,6,-3,-5,4,-4,-4,6
Cc1ccccc1CN1CCCC(C(=O)Nc2ccccc2Oc2cccnc2)C1 (stereo not given),-3,1,0,5,-1,-2,-2,3,9
COc1ccc(OCc2nnc(SCC(=O)O)n2N)cc1,3,-3,5,8,6,0,-2,0,2
O=C(CSc1ccc2c(c1)OCCO2)NCCN1C(=O)CSC1=O,1,3,0,1,12,1,-1,3,-1
O=C(O)c1ccc(CNC(=S)Nc2ccccc2)cc1,4,3,-2,6,-3,0,-2,1,0

# Screens (PubChem)
